Source: PubChem (several laboratories)
PrPC surface inh: inhibitors of human cell surface prion protein PrPC; P04156; TR-FRET read-out; inhibition, % at 13.8 µM; actives 0.43% (n = 370,000); in the data active means inhibition above about 24%; further: 0% = median of the test wells and 100% = reference compound wells
CCHFV vOTU inh: blocks the CCHF virus ovarian tumor domain protease. actives 0.55% (n = 370,000). CCHFV vOTU protease, Pep-AMC fluorescence. AID 651958. inhibition, % at 11.5 µM; in the data active means inhibition above about 30%; further: 0% = vehicle wells with enzyme and 100% = no enzyme wells
TcdB inh: blocks C. difficile toxin B glycohydrolase activity. P18177. TcdB glycohydrolase enzymatic assay, plate reader. inhibition, % at 9.99 µM. actives 0.24% (n = 350,000). AID 652162; in the data active means inhibition above about 10%
PfHsp40 rescue: rescue of PfHsp40-mediated yeast toxicity; S. cerevisiae expressing PfHsp40, growth rescue, ATP luminescence; growth rescue, % at 12.5 µM; actives 0.68% (n = 340,000); in the data active means growth rescue above about 28%, passing the limit was not always enough; inconclusive means no clear call, values can overlap the other calls;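 further: yeast W303a lacking pdr1 and pdr3 grown in galactose medium; growth measured after three days at 30 °C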
BoNT F protease: BoNT F light chain protease inhibition; actives 0.22% (n = 360,000); inhibition, % at 10 µM; Multiplex microsphere protease cleavage assay, flow cytometry; AID 588497; in the data active means inhibition above about 35%, passing the limit was not always enough; inconclusive means no clear call, values can overlap the other calls; further: plate controls were buffer without enzyme for full effect and enzyme alone for no effect
FadD28 FP inh: inhibitors of Mycobacterium tuberculosis FadD28 bisubstrate binding. FadD28 bisubstrate probe binding, fluorescence polarization. inhibition, % at 12.5 µM. actives 0.22% (n = 360,000). AID 588549; in the data active means inhibition above about 8.5%, passing the limit was not always enough; inconclusive means no clear call, values can overlap the other calls
Yp Topo-I inh: blocks Yersinia pestis topoisomerase I activity; Y. pestis Topo-I cleavage product accumulation, plate reader; activity, % at 10 µM; actives 0.064% (n = 360,000); in the data active means activity above about 50%, passing the limit was not always enough; inconclusive means no clear call, values can overlap the other calls; further: inactives centre near 2
BoNT A protease: BoNT A light chain protease inhibition | multiplex microsphere protease substrate cleavage, flow cytometry | inhibition, % at 10 µM | actives 0.17% (n = 360,000) | AID 588499; further: plate controls were buffer without enzyme for full effect and enzyme alone for no effect
Anthrax LF inh2: anthrax lethal factor protease inhibition; P15917; multiplex microsphere protease cleavage assay, LF; inhibition, % at 10 µM; actives 0.12% (n = 360,000); AID 588501; further: plate controls were buffer without enzyme for full effect and enzyme alone for no effect
Target sequence (P15917 whole entry, looked up): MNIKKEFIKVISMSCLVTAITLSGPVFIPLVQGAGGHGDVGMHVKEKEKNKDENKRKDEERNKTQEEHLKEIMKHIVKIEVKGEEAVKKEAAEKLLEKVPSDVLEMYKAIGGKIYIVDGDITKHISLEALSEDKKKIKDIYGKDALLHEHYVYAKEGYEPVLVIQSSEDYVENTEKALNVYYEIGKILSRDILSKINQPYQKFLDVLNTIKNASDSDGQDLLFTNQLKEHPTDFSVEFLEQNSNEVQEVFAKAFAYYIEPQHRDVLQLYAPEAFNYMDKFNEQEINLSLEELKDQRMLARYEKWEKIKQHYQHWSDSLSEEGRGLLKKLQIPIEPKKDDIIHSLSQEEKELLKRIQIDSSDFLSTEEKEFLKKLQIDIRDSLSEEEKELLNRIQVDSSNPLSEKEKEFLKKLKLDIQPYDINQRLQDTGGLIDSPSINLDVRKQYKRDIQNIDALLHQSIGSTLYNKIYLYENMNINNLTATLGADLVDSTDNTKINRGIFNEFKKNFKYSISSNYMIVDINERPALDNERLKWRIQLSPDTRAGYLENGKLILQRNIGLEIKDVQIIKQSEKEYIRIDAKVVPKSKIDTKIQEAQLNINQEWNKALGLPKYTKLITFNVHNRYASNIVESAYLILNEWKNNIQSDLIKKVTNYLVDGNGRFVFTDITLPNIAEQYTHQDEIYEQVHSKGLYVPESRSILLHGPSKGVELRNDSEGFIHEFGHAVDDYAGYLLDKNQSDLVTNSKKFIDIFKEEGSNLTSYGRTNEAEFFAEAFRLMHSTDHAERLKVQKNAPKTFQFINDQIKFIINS
Starred values were filed as active, the others as inactive. Unless noted, no stated cut-off is given here; in the data, active means inhibition above about 30%; inconclusive means no clear call, values can overlap the other calls; inactive means below that. Compounds as they come. About 2.3% of those tested had a hit in this group.

`C=CCC(O)(CCN1CCCCC1)c1ccccc1` (configuration not stated) gave PrPC surface inh -3, CCHFV vOTU inh -1, PfHsp40 rescue -2.5, BoNT F protease 8, FadD28 FP inh -3.4, Yp Topo-I inh -1, BoNT A protease 0.0 and Anthrax LF inh2 1.
Cc1ccc(C)c(OCc2cc(C(=O)N3CCN(C(=O)c4ccco4)CC3)no2)c1 was read as PrPC surface inh -1, CCHFV vOTU inh 11, TcdB inh 0.5, PfHsp40 rescue 5.0, BoNT F protease -9, FadD28 FP inh -2.0, Yp Topo-I inh 38, BoNT A protease -1.7 and Anthrax LF inh2 -2.
`CCOc1ccc(-n2c(=O)[nH]cc(C(=O)N3CCCc4ccccc43)c2=O)cc1` gave PrPC surface inh -2, CCHFV vOTU inh 4, PfHsp40 rescue -0.8, BoNT F protease 0, FadD28 FP inh -0.1, Yp Topo-I inh -1, BoNT A protease 0.8 and Anthrax LF inh2 7.
For CN(C)CCC(C(=O)c1ccccc1)c1ccncc1 (configuration not stated) the results were PrPC surface inh 5, CCHFV vOTU inh -16, TcdB inh 0.5, PfHsp40 rescue -2.1, BoNT F protease -8, Yp Topo-I inh 0, BoNT A protease -0.5 and Anthrax LF inh2 -4.
`Fc1ccc(CSc2nnc(-c3cccnc3)n2Cc2ccco2)cc1` gave PrPC surface inh 10, CCHFV vOTU inh -3, PfHsp40 rescue 0.2, BoNT F protease -12, FadD28 FP inh -1.4, Yp Topo-I inh 7, BoNT A protease -0.1 and Anthrax LF inh2 -10.
For CN(C)C(CNC(=O)CCc1nc2cc(Cl)ccc2n(Cc2ccccc2)c1=O)c1ccccc1 (configuration not stated) the results were PrPC surface inh -13, CCHFV vOTU inh 11, TcdB inh 0.9, PfHsp40 rescue 0.0, BoNT F protease 4, FadD28 FP inh -1.0, Yp Topo-I inh 10, BoNT A protease 2.5 and Anthrax LF inh2 1.
Screening COc1ccccc1Cn1c(=S)[nH]c2cc(C(=O)NCCN(C)C)ccc2c1=O returned PrPC surface inh -11, CCHFV vOTU inh -15, TcdB inh 0.4, PfHsp40 rescue -1.2, BoNT F protease 10, Yp Topo-I inh -15, BoNT A protease -0.5 and Anthrax LF inh2 -7.
`O=[N+]([O-])c1cccnc1N1CCOCC1` gave PrPC surface inh -8, CCHFV vOTU inh -5, PfHsp40 rescue -0.8, BoNT F protease 8, FadD28 FP inh -4.0, Yp Topo-I inh -2, BoNT A protease inconclusive and Anthrax LF inh2 5.
Screening COc1ccc(C2C(C(C)=O)=C(O)C(=O)N2c2nc3ccccc3s2)cc1OC (configuration not stated) returned PrPC surface inh -6, CCHFV vOTU inh 14, TcdB inh -0.7, PfHsp40 rescue -0.7, BoNT F protease -2, FadD28 FP inh 1.4, Yp Topo-I inh -2, BoNT A protease -0.1 and Anthrax LF inh2 -5.
For Oc1ccc(Br)cc1CNc1nccs1 the results were PrPC surface inh 5, CCHFV vOTU inh -2, TcdB inh 0.2, PfHsp40 rescue -0.2, BoNT F protease inconclusive, FadD28 FP inh -1.6, Yp Topo-I inh -10, BoNT A protease -3.1 and Anthrax LF inh2 -2.
`O=C(c1cc2ccccc2oc1=O)N1CCN(c2ccc(N3CCOCC3)nn2)CC1` gave PrPC surface inh 1, CCHFV vOTU inh 4, TcdB inh 0.5, PfHsp40 rescue -1.0, BoNT F protease -3, FadD28 FP inh -3.3, Yp Topo-I inh 3, BoNT A protease -0.5 and Anthrax LF inh2 -2.
Screening CCCCn1c(NCc2cccs2)nc2ccccc21 returned PrPC surface inh -4, CCHFV vOTU inh 10, TcdB inh 0.2, PfHsp40 rescue -0.9, BoNT F protease -7, FadD28 FP inh -3.1, Yp Topo-I inh 2, BoNT A protease -1.7 and Anthrax LF inh2 -2.

Random excerpt: 3 records from the list
Screening COc1ccccc1Cn1c(=S)[nH]c2cc(C(=O)NCCN(C)C)ccc2c1=O returned PrPC surface inh -11, CCHFV vOTU inh -15, TcdB inh 0.4, PfHsp40 rescue -1.2, BoNT F protease 10, Yp Topo-I inh -15, BoNT A protease -0.5 and Anthrax LF inh2 -7.
`O=[N+]([O-])c1cccnc1N1CCOCC1` gave PrPC surface inh -8, CCHFV vOTU inh -5, PfHsp40 rescue -0.8, BoNT F protease 8, FadD28 FP inh -4.0, Yp Topo-I inh -2, BoNT A protease inconclusive and Anthrax LF inh2 5.
`Fc1ccc(CSc2nnc(-c3cccnc3)n2Cc2ccco2)cc1` gave PrPC surface inh 10, CCHFV vOTU inh -3, PfHsp40 rescue 0.2, BoNT F protease -12, FadD28 FP inh -1.4, Yp Topo-I inh 7, BoNT A protease -0.1 and Anthrax LF inh2 -10.

Additional records:
For CC1CCN(S(=O)(=O)c2cccc(-c3csc(-c4cccnc4)n3)c2)CC1 the results were PrPC surface inh 3, CCHFV vOTU inh -4, PfHsp40 rescue -0.8, BoNT F protease 2, FadD28 FP inh -1.1, Yp Topo-I inh -1, BoNT A protease 0.4 and Anthrax LF inh2 -1.
Screening COc1ccc(C(=O)NCCNc2nc3cc(C)c(C)cc3cc2C)cc1 returned PrPC surface inh -2, CCHFV vOTU inh -7, TcdB inh -0.4, PfHsp40 rescue -1.2, BoNT F protease -3, FadD28 FP inh 0.3, Yp Topo-I inh 36, BoNT A protease 1.4 and Anthrax LF inh2 3.
Cc1cc(C)n2nc(CNS(=O)(=O)c3ccc(C(C)(C)C)cc3)nc2n1 was read as PrPC surface inh 2, CCHFV vOTU inh 10, TcdB inh 1.0, BoNT F protease -2, FadD28 FP inh -2.1, Yp Topo-I inh -4, BoNT A protease -0.7 and Anthrax LF inh2 -5.
`COC(=O)c1[nH]nc2c1C(=O)N(Cc1ccccc1)C2=O` gave PrPC surface inh -6, CCHFV vOTU inh 10, PfHsp40 rescue -1.0, BoNT F protease 4, FadD28 FP inh -0.8, Yp Topo-I inh 0, BoNT A protease -0.1 and Anthrax LF inh2 0.
O=C(NCCCCCCCCCNC(=O)C(F)(F)F)C(F)(F)F was read as PrPC surface inh -3, CCHFV vOTU inh -2, PfHsp40 rescue -0.3, BoNT F protease 0, FadD28 FP inh 0.8, Yp Topo-I inh -3, BoNT A protease -0.6 and Anthrax LF inh2 3.
Cc1ccccc1Cn1c(C)c(C(=O)NCCC#N)sc1=O was read as PrPC surface inh 1, CCHFV vOTU inh -5, TcdB inh 0.3, BoNT F protease 2, FadD28 FP inh -0.1, Yp Topo-I inh -4, BoNT A protease 1.0 and Anthrax LF inh2 9.
`O=C(Nc1nnc(-c2ccc(Cl)cc2)o1)c1cccc(N2C(=O)CCC2=O)c1` gave PrPC surface inh -2, CCHFV vOTU inh 6, PfHsp40 rescue -1.2, BoNT F protease 10, FadD28 FP inh 0.1, Yp Topo-I inh 2, BoNT A protease -0.5 and Anthrax LF inh2 2.
For O=C(OCC(=O)N1CCOCC1)c1ccc2ccccc2c1 the results were PrPC surface inh -9, CCHFV vOTU inh 10, TcdB inh 0.5, PfHsp40 rescue -1.7, BoNT F protease -13, FadD28 FP inh 0.5, Yp Topo-I inh 3, BoNT A protease -0.8 and Anthrax LF inh2 6.
Screening CCCCNC(=O)c1oc2ccc(S(=O)(=O)N3CCCC3)cc2c1C returned PrPC surface inh 4, CCHFV vOTU inh 4, TcdB inh 0.1, PfHsp40 rescue 1.5, BoNT F protease -15, FadD28 FP inh -1.4, Yp Topo-I inh -2, BoNT A protease -1.8 and Anthrax LF inh2 -4.
Cc1ccc(CNC(=O)c2cc(=O)c3ccccc3o2)cc1 was read as PrPC surface inh -4, CCHFV vOTU inh -4, TcdB inh 2.0, PfHsp40 rescue -0.8, BoNT F protease -3, FadD28 FP inh -1.9, Yp Topo-I inh 8, BoNT A protease -0.5 and Anthrax LF inh2 -10.
Screening CC(=O)Nc1nc(CCl)cs1 returned PrPC surface inh -2, CCHFV vOTU inh -9, TcdB inh -0.2, PfHsp40 rescue -0.2, BoNT F protease -5, FadD28 FP inh -0.2, Yp Topo-I inh 5, BoNT A protease -0.5 and Anthrax LF inh2 -6.
`COc1ccc(OC)c(C(=O)c2ccc(C(=O)N3CCN(Cc4csc(C)n4)CC3)cc2)c1` gave PrPC surface inh -3, CCHFV vOTU inh -9, TcdB inh -0.1, PfHsp40 rescue -1.2, BoNT F protease -1, FadD28 FP inh -4.2, Yp Topo-I inh 35, BoNT A protease -0.3 and Anthrax LF inh2 -5.
CC1CCc2c(nc3ncnn3c2NCCc2ccccc2F)C1 (configuration not stated) was read as PrPC surface inh 10, CCHFV vOTU inh 14, TcdB inh -0.7, PfHsp40 rescue -0.5, BoNT F protease -5, FadD28 FP inh -3.3, Yp Topo-I inh -10, BoNT A protease -0.9 and Anthrax LF inh2 -3.
For CN1CCc2c(sc(/N=C/c3c[nH]c4ccccc34)c2C(N)=O)C1 the results were PrPC surface inh 1, CCHFV vOTU inh -15, TcdB inh 1.8, BoNT F protease -65, FadD28 FP inh -0.5, Yp Topo-I inh -9, BoNT A protease 13 and Anthrax LF inh2 -19.
For Cc1nc(=O)cc(-c2ccccc2)n1-c1ccccc1 the results were PrPC surface inh -1, CCHFV vOTU inh 8, TcdB inh 0.0, PfHsp40 rescue -1.5, BoNT F protease 6, FadD28 FP inh -4.5, Yp Topo-I inh -3, BoNT A protease 0.7 and Anthrax LF inh2 1.
For Cc1ccc(C(O)c2ncc(-c3ccccc3C)[nH]2)cc1F (configuration not stated) the results were PrPC surface inh -1, CCHFV vOTU inh -10, TcdB inh 0.5, BoNT F protease -11, FadD28 FP inh -1.1, Yp Topo-I inh 7, BoNT A protease -0.6 and Anthrax LF inh2 -9.
For COc1ccc(CN(C(=O)CSc2nnc(-c3c[nH]c4ccccc34)o2)c2ccc(F)cc2)cc1OC the results were PrPC surface inh 14, CCHFV vOTU inh 6, PfHsp40 rescue -0.1, BoNT F protease -3, FadD28 FP inh -0.3, Yp Topo-I inh -6, BoNT A protease -0.1 and Anthrax LF inh2 -2.
CC1CCN(CCCNC(=O)CCc2nnc3n(CCc4ccccc4)c(=O)c4ccccc4n23)CC1 was read as PrPC surface inh -6, CCHFV vOTU inh -9, TcdB inh -1.0, PfHsp40 rescue 0.8, BoNT F protease -2, FadD28 FP inh -4.5, Yp Topo-I inh 6, BoNT A protease -1.1 and Anthrax LF inh2 -1.
`CC(C)C(c1nnnn1C1CCCC1)N1CCC(C(N)=O)CC1` (configuration not stated) gave PrPC surface inh 3, CCHFV vOTU inh -17, TcdB inh 1.2, PfHsp40 rescue 0.3, BoNT F protease -2, FadD28 FP inh -2.0, Yp Topo-I inh 4, BoNT A protease -0.9 and Anthrax LF inh2 -1.
Cn1cc(Br)c(C(=O)NNC(=O)c2ccccc2)n1 was read as PrPC surface inh -2, CCHFV vOTU inh 4, PfHsp40 rescue 1.0, BoNT F protease 2, FadD28 FP inh -0.6, Yp Topo-I inh -3, BoNT A protease -0.1 and Anthrax LF inh2 -4.
`O=C(Nc1oc2ccccc2c(=O)c1-c1ccc2c(c1)OCO2)c1ccco1` gave PrPC surface inh 33*, CCHFV vOTU inh 26, TcdB inh -3.5, BoNT F protease 1, FadD28 FP inh -1.3, Yp Topo-I inh -4, BoNT A protease -0.1 and Anthrax LF inh2 -2.
Screening CCN(CC)P(=O)(Nc1ccc(C)cc1Br)c1ccc(N(C)C)cc1NC(=O)c1ccco1 (configuration not stated) returned PrPC surface inh -4, CCHFV vOTU inh -2, TcdB inh -0.4, PfHsp40 rescue -0.2, BoNT F protease 0, FadD28 FP inh -11, Yp Topo-I inh 2, BoNT A protease 0.6 and Anthrax LF inh2 -1.
`CC(C)C(C(=O)NCc1ccco1)N(Cc1ccco1)C(=O)CNS(=O)(=O)c1ccc(F)cc1` (configuration not stated) gave PrPC surface inh -4, CCHFV vOTU inh 10, TcdB inh -0.6, PfHsp40 rescue 0.9, BoNT F protease 5, FadD28 FP inh -2.2, Yp Topo-I inh -7, BoNT A protease -1.3 and Anthrax LF inh2 0.
